# Assay outcomes deposited in PubChem BioAssay by National Center for Advancing Translational Sciences (NCATS).
# Pol III holo inh = DNA polymerase III holoenzyme inhibition; reconstituted DNA polymerase III holoenzyme replication, biochemical; Potency, µM (highest dose often 57.1 µM), for inactives: top-dose activity change, negative = inhibition; hit rate 0.25% among 71,000; AID 603; note: potency is the fitted concentration of half-maximal effect; % is set by controls: 0 for no effect and ±100 for the full control effect
#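 Reconstituted *E. coli* holoenzyme (0.35 nM Pol III, 1 nM beta, 154 nM SSB, 2 nM primase) was preincubated with compound for 15 min at RT. Synthesis on 1.4 nM ssM13Gori ran 35 min, then was stopped with PicoGreen/EDTA and read as dsDNA fluorescence.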
# Epigenetic mod = epigenetic GFP locus derepression in mouse cells | mouse C127i GFP locus derepression, cytometry, 30 h | Potency, µM (top dose mostly 46.1 µM), for the others: at the top dose GFP derepression (activation) | hit rate 0.09% among 68,000 | AID 597; note: % of control where 0% means no effect
#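 Locus derepression in mouse mammary C127i cells whose integrated CMV-GFP reporter is normally silent; GFP expression after 30 h compound treatment was quantified by counting fluorescent cells.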
# 4MU fluor = 4-MU region autofluorescence. compound autofluorescence, 340/450 nm, 4-MU equivalents; stronger effect = higher value. max dye-equivalent concentration, M. hit rate 11% among 59,000; in the data active = max dye-equivalent concentration above about 10 nM; inconclusive = mostly about 1.1 nM to 9.6 nM
#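 Compounds in 100 mM Tris, pH 8.0, sat 15 min at room temperature before fluorescence was read at 340 nm excitation/450 nm emission; a per-plate six-point 4-MU standard curve converted signals to dye-equivalent concentration at each compound concentration.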
# Texas Red fluor = compound fluoresces in the Texas Red spectral region; Compound fluorescence, Texas Red channel, 547/618 nm; stronger effect = higher value; hit rate 0.06% among 59,000; AID 587; max dye-equivalent concentration, M; in the data active = max dye-equivalent concentration above about 10 nM; inconclusive = between about 1.1 nM and that limit
#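 Pin-transferred compounds and Texas Red standards go into 100 mM Tris buffer, pH 8.0. After 15 min at room temperature, plates are imaged with 547/618 nm filters. Each value is a dye-equivalent concentration derived from the per-plate dye curve.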
# Hsp90 Hop PPI = changes Hsp90-Hop TPR2A binding signal, up or down. Potency, µM (doses to about 57 µM), for inactives: at the top dose activity change, negative = inhibition. hit rate 0.44% among 71,000. AID 595. AlphaScreen TPR2A-His6 binding biotin-Hsp90 C-terminal peptide; active = well fitted curve in either direction with a large enough effect; inconclusive = small, poorly fitted or top-dose-only effect, or another doubt; note: potency is the fitted concentration of half-maximal effect; % is set by controls: 0 for no effect and ±100 for the full control effect; many of its hits are not listed in these tables
# Fluorescein autfl = compound autofluorescence in fluorescein spectral region; Compound autofluorescence, 480/540 nm, fluorescein-equivalent; stronger effect = higher value; max fluorescein-equivalent concentration, M; hit rate 0.91% among 59,000; AID 593; in the data active = max fluorescein-equivalent concentration above about 10 nM; inconclusive = between about 1.1 nM and that limit
#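 In this qHTS profile, compound fluorescence was measured with a 480 nm/540 nm filter pair following a 15-min room-temperature incubation in 100 mM Tris (pH 8.0). A six-point fluorescein series on each plate served for normalization.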
# Rhodamine fluor = compound fluoresces in the rhodamine spectral region; Rhodamine-region fluorescence, 547/598 nm, Tris buffer; stronger effect = higher value; max dye-equivalent concentration, M; hit rate 0.05% among 59,000; in the data active = max dye-equivalent concentration above about 11 nM; inconclusive = between about 1.1 nM and that limit
#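 Intensities are converted to rhodamine-equivalent concentration using a six-point rhodamine standard on each plate. Compounds sit 15 min at room temperature in 100 mM Tris buffer, pH 8.0; read uses the 547/598 nm excitation/emission pair.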
# HBB splice mod = hemoglobin beta splicing modulation. HBB splicing reporter cell assay, activation; EGFP reporter with mutant IVS2-654 intron; response scale: normalised to 500 nM splice-correcting PNA. Potency, µM (highest dose often 46.1 µM), for the others: at the top dose activation, most hits filed as activators. hit rate 0.06% among 65,000; note: potency is the fitted concentration of half-maximal effect; 0% is about no effect
#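 Compounds were applied for 2 days to HeLa EGFP-654 cells, 500/well in Optimem with 2% FCS. The reporter's EGFP is disrupted by mis-splicing of beta-globin intron IVS2-654. Readout: summed well GFP fluorescence from 488 nm laser scanning; reference was 500 nM antisense […] 654 PNA.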
# HADH2 inhib = inhibitors of human HADH2 dehydrogenase; Q99714; recombinant HADH2, NADH fluorescence, beta-hydroxybutyryl-CoA; Potency, µM (top dose mostly 57.1 µM), for inactives: at the top dose activity change, negative = inhibition, hits mostly inhibitors; hit rate 3.4% among 73,000; AID 886; note: potency is the fitted concentration of half-maximal effect; % is set by controls: 0 for no effect and ±100 for the full control effect; nearly all actives have a fitted effect of over 60% in size; many of its hits are not listed in these tables
#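 Activity measured as NADH fluorescence gain (360/450 nm), taken as the change between first and last reads of a 4-min kinetic run. Conditions: pH 9.0 Tris buffer, 20 nM E. coli-expressed His-tagged enzyme, 1 mM NAD+, 90 uM beta-hydroxybutyryl-CoA; 15-min compound preincubation.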
# 15-hLO inh = blocks human 15-lipoxygenase activity | P16050 | AID 887 | hit rate 1.4% among 74,000 | purified 15hLO-1, xylenol orange hydroperoxide absorbance | Potency, µM (titrated, usually from 57.1 µM), for inactives: at the top dose activity change, negative = inhibition, most hits filed as inhibitors; note: potency is the fitted concentration of half-maximal effect; % is set by controls: 0 for no effect and ±100 for the full control effect; nearly all actives have a fitted effect of over 55% in size
#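 Quantitative HTS in 25 mM Hepes pH 7.5 containing 0.01% Triton X-100: human 15hLO-1 at 40 nM, arachidonic acid at 50 uM, 6 min turnover. Product quantified via ferrous oxidation/xylenol orange, 573:405 nm absorbance ratio.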
# Ub-GFP proteasome = ubiquitin-GFP accumulation via proteasome inhibition. Ubiquitin-GFP reporter cells, proteasome inhibition, GFP fluorescence; response scale: untreated = 0%, 10 µM MG-132 = 100%. Potency, µM (titrated, usually from 45.9 µM), for the others: top-dose activation (GFP accumulation), usual class: activators. 67,000 tested, under 10 active. AID 526; active = well fitted activation curve with a large enough effect, not every such curve was filed as active; inconclusive = small, poorly fitted or top-dose-only effect, or another doubt; inactive = no such curve, though single readings can be large or run the other way; note: potency is the fitted concentration of half-maximal effect
#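 Proteasome blockade was scored as a rise in GFP-expressing U2OS cells carrying a ubiquitin(G76V)-GFP construct, imaged after 4 hr compound treatment at 37 °C across a 46 uM–2.9 nM series.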
# * hit, by the source's call; i = inactive; ? = inconclusive; . = not tested or not shown; [ ] = remark or other dose. Unless noted, calls come from the whole dose curve; as a rule, active = well fitted curve in the direction sought with a large enough effect; inconclusive = small, poorly fitted or top-dose-only effect, or another doubt; inactive = no such curve, though single readings can be large; an effect the other way counts as inactive or inconclusive.
SMILES,Pol III holo inh,Epigenetic mod,4MU fluor,Texas Red fluor,Hsp90 Hop PPI,Fluorescein autfl,Rhodamine fluor,HBB splice mod,HADH2 inhib,15-hLO inh,Ub-GFP proteasome
Cc1ccccc1-n1c(C)nnc1SCc1nc2ccccc2s1,-10.1%,-1.2%,?,i,-3.6%,?,i,0.9%,-9.0%,4.4%,-3.9%
CCN(C(=O)CN1CCN(c2ccc(OC)cc2)CC1)c1c(N)n(Cc2ccccc2)c(=O)[nH]c1=O,0.8%,0.0%,?,i,-3.3%,?,i,-4.3%,-2.3%,-4.4%,-3.7%
Cc1c(C(=O)c2no[n+]([O-])c2C(=O)c2cnn(C)c2C)cnn1C,-0.2%,?,i,?,2.5%,i,i,-0.9%[57.5 µM],?,12.0%,0.7%
COc1ccccc1OCCCn1c(=O)oc2ccccc21,5.9%,-1.7%,i,i,6.4%,i,i,-1.5%,-6.5%,9.1%,4.0%
O=C(NS(=O)(=O)c1ccccc1Cl)c1ccc[nH]1,-4.9%,-3.4%,i,i,-0.7%,i,i,.,-9.3%,-7.3%,-3.7%
CCN(CC)S(=O)(=O)c1cccc(-c2nnc(C(=O)c3ccc(C(F)(F)F)cc3)o2)c1,-3.2%,5.2%,i,?,-9.6%,i,i,2.7%,15.3%,-8.3%,2.5%
COc1ccc(Br)cc1CNC(=O)CCN1C(=O)COc2ccccc21,-1.1%,6.4%,?,i,-0.8%,i,i,2.5%[57.5 µM],1.5%,-4.2%,-0.9%
COc1ccc(-c2nnc(SCC(=O)Nc3sc4c(c3C#N)CCC4)n2CC2CCCO2)cc1 (stereo unspecified),-1.1%,2.3%,i,?,-10.2%,i,i,-3.5%,-12.9%,-12.9%,0.0%
CC(C)NS(=O)(=O)c1ccc(OCC(N)=O)c(Cl)c1,-4.0%,-4.3%,i,i,-1.8%,?,i,-0.6%,2.0%,9.0%,-2.5%
CCCCNc1nc(C)nc2c1nc(C)n2CCC,-5.6%,.,.,.,-1.4%,.,.,-0.2%,13.0%,-6.6%,1.5%

# Record cards (already shown).
# CCCCNc1nc(C)nc2c1nc(C)n2CCC is listed with Pol III holo inh = -5.6%; Epigenetic mod = .; 4MU fluor = .; Texas Red fluor = .; Hsp90 Hop PPI = -1.4%; Fluorescein autfl = .; Rhodamine fluor = .; HBB splice mod = -0.2%; HADH2 inhib = 13.0%; 15-hLO inh = -6.6%; Ub-GFP proteasome = 1.5%
# O=C(NS(=O)(=O)c1ccccc1Cl)c1ccc[nH]1 is listed with Pol III holo inh = -4.9%; Epigenetic mod = -3.4%; 4MU fluor = i; Texas Red fluor = i; Hsp90 Hop PPI = -0.7%; Fluorescein autfl = i; Rhodamine fluor = i; HBB splice mod = .; HADH2 inhib = -9.3%; 15-hLO inh = -7.3%; Ub-GFP proteasome = -3.7%
# CC(C)NS(=O)(=O)c1ccc(OCC(N)=O)c(Cl)c1 is listed with Pol III holo inh = -4.0%; Epigenetic mod = -4.3%; 4MU fluor = i; Texas Red fluor = i; Hsp90 Hop PPI = -1.8%; Fluorescein autfl = ?; Rhodamine fluor = i; HBB splice mod = -0.6%; HADH2 inhib = 2.0%; 15-hLO inh = 9.0%; Ub-GFP proteasome = -2.5%

# Next part
SMILES,Pol III holo inh,Epigenetic mod,4MU fluor,Texas Red fluor,Hsp90 Hop PPI,Fluorescein autfl,Rhodamine fluor,HBB splice mod,HADH2 inhib,15-hLO inh,Ub-GFP proteasome
CCOC(=O)C1C(=O)C=C(c2cccc(NS(C)(=O)=O)c2)CC1c1ccco1 (stereo unspecified),-5.0%,0.0%,i,i,-2.2%,i,i,-0.1%[57.5 µM],-7.5%,2.5%,0.8%
O=C(CCN1C(=O)c2ccccc2C1=O)Nc1ccc(F)cc1F,-7.3%,0.0%,?,?,-3.2%,i,i,-0.3%,-29.2%,-10.9%,-2.0%
Cc1cccc(CNc2ccnc(-c3ccc(N(C)C)cc3)n2)c1,-5.8%,0.0%[9.22 µM],?,i,-14.1%,i,i,0.8%,?,-6.5%,5.6%
O=C1c2ccccc2S(=O)(=O)N1CC(O)Cn1ccc2ccccc21 (stereo unspecified),-2.4%,4.3%,i,i,2.6%,i,i,-2.9%,12.5%,0.2%,2.0%
COc1ccc(CNC(=O)C(C#N)c2nc3ccccc3nc2N2CCCC2)cc1 (stereo unspecified),27.6%,?,1.09e-08M*,i,-4.7%,3.48e-07M*,i,12.6µM*,21.0%,3.2%,?
Cc1nnc(NC(=O)CSc2cn(CCNC(=O)c3ccccc3)c3ccccc23)s1,-5.1%,.,.,.,-0.4%,.,.,-0.4%,-21.9%,?,2.2%
CCOC(=O)C1CCCN(c2c(NCCCN(CC)c3cccc(C)c3)c(=O)c2=O)C1 (stereo unspecified),-2.0%,0.0%,i,i,-6.0%,i,i,-1.6%,-10.7%,-2.1%,6.9%
CCCc1cc(=O)n2[nH]cnc2n1,-8.7%,0.0%,i,?,-1.6%,?,i,0.3%[57.5 µM],-4.3%,7.5%,0.0%
CCOCCCn1c(=S)[nH]c2cc(C(=O)N3CCN(C)CC3)ccc2c1=O,-4.2%,-2.6%,i,i,-2.6%,?,i,2.7%,0.5%,13.3%,3.3%
CCOC(=O)C1CCN(C(=O)Nc2ccc3nc(C)c(C)nc3c2)CC1,-10.0%,-2.5%,1.63e-06M*,i,-2.4%,?,i,-4.9%,31.6µM*,-10.9%,1.7%
O=C(CSc1nnc(-c2ccco2)n1CC1CCCO1)c1ccccc1 (stereo unspecified),-7.7%,2.1%,i,i,-11.5%,?,i,-0.4%[57.5 µM],-3.6%,-28.4%,5.0%
CCN(CC)S(=O)(=O)c1ccc(-c2nnc(SCC(=O)c3ccc(OC)cc3)o2)cc1,-3.3%,0.9%,i,?,-1.2%,i,i,0.1%[57.5 µM],-1.9%,-1.1%,6.1%
COc1ccc(-c2cc(C(=O)N3CCc4ccccc4C3)no2)cc1OC,-0.3%,-1.2%,i,?,3.2%,i,i,0.0%,-11.3%,-13.7%,9.7%
c1ccc(Cn2nnc3c(N4CCCCCC4)ncnc32)cc1,2.6%,0.0%,.,.,9.4%,.,.,0.0%,-0.6%,-5.8%,8.8%
COc1ccc(NC(=O)C2CC(=O)N(c3cccc(C)c3C)C2)cc1 (stereo unspecified),4.1%,-2.3%,i,?,0.3%,i,i,-1.3%,2.3%,-2.3%,-1.9%
O=C1Nc2cccnc2Sc2ccccc21,-4.2%,-2.6%,i,?,-1.5%,?,i,-2.1%,-19.1%,15.8µM*,9.7%
CC(OC(=O)C1CC=CCC1C(N)=O)C(Cl)=C(Cl)Cl (stereo unspecified),-6.6%,7.1%,.,.,-1.3%,.,.,0.0%[9.22 µM],-8.5%,-1.4%,2.9%
O=C(Cn1ncc2c(=O)oc3ccccc3c21)N1CCCN(Cc2ccccc2F)C1,3.4%,.,.,.,?,.,.,-0.8%,14.1%,0.5%,-8.1%
N=c1c2c3c(sc2ncn1CCN1CCOCC1)CCCCC3,3.4%,-1.0%,i,?,-3.8%,i,i,-1.3%,5.8%,17.6%,-7.0%
CCOC(=O)c1oc2ccccc2c1NC(=O)C1CCCCC1,1.3%,0.0%,?,i,4.2%,?,i,-2.2%,5.8%,3.7%,6.1%
COc1ccc2[nH]c(=O)c(CN(Cc3cccnc3)C(=O)Nc3ccccc3)cc2c1,-7.2%,0.0%,9.79e-08M*,i,-4.5%,i,i,0.0%[57.5 µM],?,-6.1%,-4.4%
Cc1ccc(-c2nnc(-c3cccc(Br)c3)o2)cc1,.,-2.6%[20.6 µM],i,i,.,i,i,.,.,.,.
COc1cccc(-n2c(COc3ccccc3C)nnc2SCC(=O)O)c1,-10.8%,-0.3%,i,i,-1.6%,i,i,-0.1%,1.2%,7.5%,3.4%
NCCCCCCNS(=O)(=O)c1ccc2c(Cl)cccc2c1,0.1%,-2.4%,.,.,2.0%,.,.,.,9.5%,2.7%[25.6 µM],1.3%
CC(C)CSC[C@@H]1O[C@H](n2cnc3c(N)nccc32)[C@H](O)[C@@H]1O,-10.5%[11.4 µM],2.4%[9.22 µM],i,i,-1.1%[11 µM],i,i,0.0%[9.22 µM],7.4%[11.4 µM],-0.5%[11.4 µM],-1.1%[9.17 µM]
O=C1C(=O)N(CCN2CCOCC2)C(c2ccncc2)/C1=C(/O)c1ccc2c(c1)OCO2 (stereo unspecified),5.7%,1.3%,i,i,-5.2%,i,i,0.3%,-20.8%,0.7%,6.5%

# Only part of the results is shown, so the mix of outcomes need not match the whole.
